# PAFAH1B3 inh = PAFAH1B3 enzyme inhibitors, primary screen, biochemical, fluorescence polarization, human; AID 492972, 2010; inhibition, % at 3.39 µM; recombinant PAFAH1B3, FP-rhodamine probe; Platelet-activating factor acetylhydrolase IB subunit alpha1 (Homo sapiens), Q15102; actives 0.28% (n = 340,000);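 active = inhibition above the screen-wide average of all tested compounds plus 3 SD, cut at about 25% in these data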;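 note: 0% = enzyme with DMSO only and 100% = wells lacking PAFAH1B3 protein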
# Target sequence (Q15102 whole entry, looked up): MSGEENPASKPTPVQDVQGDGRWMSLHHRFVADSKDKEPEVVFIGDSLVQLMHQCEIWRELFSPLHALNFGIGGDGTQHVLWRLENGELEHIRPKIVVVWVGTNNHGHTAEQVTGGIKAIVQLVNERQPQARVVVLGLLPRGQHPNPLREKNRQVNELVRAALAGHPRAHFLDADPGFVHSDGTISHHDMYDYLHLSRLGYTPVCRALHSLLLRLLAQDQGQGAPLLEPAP
# PAFAH2 FP inh = PAFAH2 enzyme inhibitors, primary screen, biochemical, fluorescence polarization, human; Platelet-activating factor acetylhydrolase 2, cytoplasmic (Homo sapiens), Q99487; recombinant PAFAH2, FP-rhodamine activity probe; inhibition, % at 3.39 µM; actives 0.99% (n = 340,000); AID 492956, 2010;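 active = inhibition above the mean over all tested compounds plus 3 SD, cut at about 30% in these data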;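 note: inhibitors block probe labeling of enzyme so polarization drops; 0% = enzyme with DMSO and 100% = wells lacking PAFAH2 protein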
# PAFAH1B2 inh = PAFAH1B2 enzyme inhibitors, primary screen, biochemical, fluorescence polarization, human. recombinant PAFAH1B2, FP-rhodamine activity probe. inhibition, % at 3.39 µM. AID 492953, 2010. actives 1.2% (n = 340,000);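 active = inhibition above the mean of all tested compounds plus 3 SD, cut at about 24% in these data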;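 note: 0% = enzyme with DMSO and 100% = wells lacking PAFAH1B2; many of its hits are not listed in these tables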
# Target sequence (P68402 whole entry, looked up): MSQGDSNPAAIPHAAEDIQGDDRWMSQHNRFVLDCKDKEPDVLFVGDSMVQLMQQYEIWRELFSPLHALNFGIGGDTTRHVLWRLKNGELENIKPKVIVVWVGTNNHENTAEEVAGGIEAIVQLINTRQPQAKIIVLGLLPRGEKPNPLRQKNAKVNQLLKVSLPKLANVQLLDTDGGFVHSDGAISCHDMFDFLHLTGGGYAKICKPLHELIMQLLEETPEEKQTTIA
# Starred values were filed as active, the others as inactive.
(1) COc1cc(CNCc2ccncc2)ccc1OCC(N)=O
(2) O=C(O)c1cc2cc(S(=O)(=O)O)ccc2cc1O
(3) COc1ccc(C(=O)/C(C#N)=N/Nc2cccc([N+](=O)[O-])c2)cc1
(4) COc1nc(=O)n(C2CCCO2)cc1C (stereo not drawn)
(5) CCOC(=O)C1CCN(C(=O)c2ccccc2NS(=O)(=O)c2ccc(C)cc2)CC1
(6) COc1ccc(COCC(O)CN2CCN(S(=O)(=O)c3c(F)cccc3F)CC2)cc1OC (stereo not drawn)
(7) Cc1ccc(S(=O)(=O)c2cc3c(=O)n4cccc(C)c4nc3n(CCc3ccccc3)c2=N)cc1C
(8) Cc1cccc(NC(=O)CSc2nc(C)nc3c2c(=O)n(C)c(=O)n3C)c1

screen / no.,1,2,3,4,5,6,7,8
PAFAH1B3 inh,6,4,12,-2,5,0,0,-1
PAFAH1B2 inh,6,5,2,-3,2,-1,-1,5
PAFAH2 FP inh,6,7,15,10,11,0,0,-9

(9) CN(C)S(=O)(=O)c1cccc(NC(=O)COc2cccc3ccccc23)c1
(10) Cn1cc(CCC(=O)NC2CC(C)(C)Cc3c2cnn3-c2ccc(F)cc2)cn1 (stereo not drawn)
(11) CCOc1ccc(C(=O)NCC(=O)NNC(=O)CN(C)S(=O)(=O)c2ccc(Cl)cc2)cc1OCC
(12) CC(=O)NCCc1ccc(-c2csc(NC(=O)C3CC(=O)N(C4CCCC4)C3)n2)cc1 (stereo not drawn)
(13) O=C(COC(=O)c1ccc2c(c1)OCCO2)Nc1ccc(F)cc1
(14) Cc1cc(Cl)n2c(nc3ccccc32)c1C#N
(15) CCOC(=O)[C@H](C)N1[C@H](C)[C@H](c2ccccc2)Oc2ccc(Cl)cc2S1(=O)=O
(16) CC(C)(C)OC(=O)N(Cc1ccccc1)Cc1cccc(OCc2cccc(NC(=O)c3ccccc3)c2)c1

screen / no.,9,10,11,12,13,14,15,16
PAFAH1B3 inh,7,8,1,0,13,5,3,-4
PAFAH1B2 inh,-1,-6,-1,-4,1,5,6,-5
PAFAH2 FP inh,-11,14,-6,-5,81*,-1,-4,-20

(17) COC(C[C@H]1O[C@H]1[C@@H](O)[C@@H](C)OCc1ccccc1)OC
(18) O=C(COC(=O)/C=C/c1ccccc1)NNC(=O)c1ccccc1F
(19) COc1ccc(N=C2NC(=O)/C(=C\C=C\c3ccco3)S2)cc1
(20) CCC(/C=C1\Oc2ccc(OC)cc2N1C)=C\c1sc2ccccc2[n+]1CCCS(=O)(=O)[O-]
(21) Cc1cccc(NC(=O)CN(C)C(=O)c2ccc3ccccc3n2)c1C
(22) Cc1ccc(C)c(NC(=O)CCC(=O)NN=C2CCCC2)c1
(23) CCOC(=O)c1[nH]c(C)c(/C(O)=C2\C(=O)C(=O)N(CCCN3CCOCC3)C2c2cccnc2)c1C (stereo not drawn)
(24) O=C(OCC(=O)N1CCCCCC1)c1ccc(F)cc1F

screen / no.,17,18,19,20,21,22,23,24
PAFAH1B3 inh,-4,5,6,-396,5,3,2,4
PAFAH1B2 inh,6,6,3,-276,-1,0,1,3
PAFAH2 FP inh,1,7,23,-366,5,0,1,8

# Record cards, from the list above. Screens in order: PAFAH1B3 inh, PAFAH1B2 inh, PAFAH2 FP inh
# COc1ccc(N=C2NC(=O)/C(=C\C=C\c3ccco3)S2)cc1 in the list: 6, 3, 23
# Cc1ccc(C)c(NC(=O)CCC(=O)NN=C2CCCC2)c1 in the list: 3, 0, 0

# Next structures
(25) COc1ccccc1N1CCN(CC(=O)Nc2cc(C)nn2-c2nc(C)cc(C)n2)CC1
(26) Cc1ccc(NC(=O)CCNC(=O)c2ccccc2Cl)nc1
(27) CCCCn1c(N)c(N(Cc2ccccc2OC)C(=O)C(C)Oc2ccc(Br)cc2)c(=O)[nH]c1=O (stereo not drawn)
(28) CC(C)C[C@@H](CNCC(=O)[C@H](CC(=O)O)NC(=O)c1[nH]cnc1C(=O)N[C@H](CN)CC(C)C)NC(=O)c1nc[nH]c1C(=O)N[C@@H](Cc1ccccc1)C(=O)O
(29) CCN1C[C@@H]2[C@@H]3C(=O)N(Cc4ccccc4)C(=O)[C@@H]3[C@](C)(C1=O)N2C(=O)c1ccc(F)cc1
(30) CN(Nc1cccc(Cl)c1)c1cccc(Cl)c1
(31) CC1(C)Cc2c(cnn2-c2ccc(F)cc2)C(NC(=O)CCN2CCCCC2=O)C1 (stereo not drawn)
(32) CC(C)N1CCN(c2ccc(OCC3COC(Cn4cncn4)(c4ccc(Cl)cc4Cl)O3)cc2)CC1 (stereo not drawn)

screen / no.,25,26,27,28,29,30,31,32
PAFAH1B3 inh,0,12,-1,10,0,9,-1,1
PAFAH1B2 inh,0,5,-1,10,4,0,-1,6
PAFAH2 FP inh,-1,6,7,0,-4,2,1,4

(33) Cc1ccc(S(=O)(=O)N(Cc2cccc([N+](=O)[O-])c2)C(=O)N2CCN(C)CC2)cc1
(34) O=C(CCc1ccccc1Cl)Nc1ccc(S(=O)(=O)Nc2nccs2)cc1
(35) Cc1cc(=O)n(C(C)Cc2ccccc2)n1C(C)Cc1ccccc1 (stereo not drawn)
(36) O=C(NCCCSc1ccccc1)c1cc(Br)ccc1O
(37) Nc1nc(=S)c2ncn(C3CCCCC3)c2[nH]1
(38) CC(=O)OC1(C(C)=O)CCC2C3CC4OC45CC(O)CCC5(C)C3CCC21C (stereo not drawn)
(39) O=C(CSc1ccsc1[N+](=O)[O-])Nc1cc(F)ccc1F
(40) CCCNC(=O)c1nnsc1S(=O)(=O)c1ccc(Cl)cc1

screen / no.,33,34,35,36,37,38,39,40
PAFAH1B3 inh,5,0,7,-3,11,5,14,10
PAFAH1B2 inh,6,11,5,18,8,-2,-3,1
PAFAH2 FP inh,6,10,2,-2,-1,1,12,-2

(41) COc1ccc(-c2cn[nH]c2-c2ccc(OCC(=O)NN)cc2O)cc1
(42) NC(=S)NN=C1CCSCC1
(43) N#CC1=C(N)N(c2ccc(F)cc2)C2=C(C1c1ccc(O)cc1)S(=O)(=O)CC2 (stereo not drawn)
(44) O=C(O)c1cc(N2C(=O)C=CC2=O)cc(N2C(=O)C=CC2=O)c1
(45) CCOC(=O)C1CCN(C/C=C/c2ccccc2)CC1
(46) CC12CCC(=O)C=C1CCC1C2CCC2(C)C(C(=O)CO)CC(O)C12 (stereo not drawn)
(47) Cn1c(=O)c2[nH]c(C3CCC3)nc2n(C)c1=O
(48) CCOc1ccc2nc(NC(=O)CN3CCN(CC)CC3)sc2c1

screen / no.,41,42,43,44,45,46,47,48
PAFAH1B3 inh,14,-1,-10,-2,4,3,2,2
PAFAH1B2 inh,11,5,-3,7,-2,3,0,0
PAFAH2 FP inh,2,-1,-23,6,8,-5,8,-2

(49) O=C(OC1CCCC1)c1ccc(Cl)cc1Cl
(50) CCCC(c1nnnn1CCOC)N1CCN(c2cccc(OC)c2)CC1 (stereo not drawn)
(51) Cc1ccc(S(=O)(=O)N(CC(=O)Nc2cccc(C)c2C)C(=O)N2CCN(C)CC2)cc1
(52) COC(=O)C1=C(NC(=O)C2CCCCC2)CCS1
(53) CCOc1cccc(/C=N/N=C/c2cccc(OCC)c2O)c1O
(54) Cc1cc(C)c(S(=O)(=O)Nc2ncn[nH]2)c(C)c1
(55) CC(C)c1ccc(NC(=O)C2=CC=CN3CCS(=O)(=O)N=C23)cc1
(56) O=C1Nc2ccc(S(=O)(=O)NCc3ccccn3)c3cccc1c23

screen / no.,49,50,51,52,53,54,55,56
PAFAH1B3 inh,3,6,6,-6,8,14,14,6
PAFAH1B2 inh,1,3,4,-5,5,7,18,4
PAFAH2 FP inh,-2,-5,0,3,5,4,4,11

# Records listed above shown as hits in PAFAH2 FP inh.
(13) O=C(COC(=O)c1ccc2c(c1)OCCO2)Nc1ccc(F)cc1

screen / no.,13
PAFAH1B3 inh,13
PAFAH1B2 inh,1
PAFAH2 FP inh,81*

# The results go on.
(57) O=Nc1c(O)ccc2cc(S(=O)(=O)O)ccc12
(58) CC(C)c1nc2sc3c(c2c(=O)[nH]1)CC(C)(C)OC3
(59) COc1cc(/C=C2\SC(=O)N(Cc3ccc(F)cc3)C2=O)cc([N+](=O)[O-])c1O
(60) COc1ccc2c(c1)CCCC2=O
(61) COc1ccc(OC)c(NC(=O)CS(=O)(=O)Cc2ccccc2)c1
(62) O=C(O)C1CC(C(=O)O)SS1 (stereo not drawn)
(63) CC(O)(c1ccccc1)c1ccc2ccccc2n1 (stereo not drawn)
(64) CCCN(C(=O)COC(=O)CNS(=O)(=O)c1ccc(NC(C)=O)cc1)C1CCS(=O)(=O)C1 (stereo not drawn)

screen / no.,57,58,59,60,61,62,63,64
PAFAH1B3 inh,23,4,5,7,2,8,1,10
PAFAH1B2 inh,10,0,5,0,5,5,4,3
PAFAH2 FP inh,4,-9,29,4,-2,4,-1,-6

(65) Cc1ccc(NC(=O)CCN2CCOCC2)cc1C
(66) CC(=O)Nc1ccc2sc(NC(=O)CN3CCOCC3)nc2c1
(67) CC(=O)C1N=NCC1c1ccccc1 (stereo not drawn)
(68) CN(Cc1c(C(=O)N2CCCCCCC2)nc2ccc(Cl)cn12)C1CCOC1 (stereo not drawn)
(69) COc1cc([N+](=O)[O-])ccc1NC(=O)CN1CCc2cc(OC)c(OC)cc2C1
(70) CC(C)(C)S(=O)(=O)N1C[C@@H]2C(=CC[C@H]3C(=O)N(c4ccccc4)C(=O)[C@@H]23)[C@@H]1CCO
(71) CC(C)=CC(=O)Nc1nc2ccc([N+](=O)[O-])cc2s1
(72) CN(C)c1ncnc2c1ccn2C1OC(CO)C(O)C1O (stereo not drawn)

screen / no.,65,66,67,68,69,70,71,72
PAFAH1B3 inh,2,3,5,-1,3,14,-9,-8
PAFAH1B2 inh,-3,4,8,4,1,4,1,4
PAFAH2 FP inh,-3,6,-4,0,1,-2,2,-3

(73) O=C(O)c1ccccc1-c1ccccc1C(=O)Nc1ccc(OC(F)(F)F)cc1
(74) COC(=O)C1=C(C(=O)OC)C(C(=O)OC)C(C(=O)OC)C(C(=O)OC)(C(=O)OC)C(C(=O)OC)=C1C(=O)OC (stereo not drawn)
(75) Cc1ccc(NC(=O)c2ccco2)nc1
(76) COc1ccc(C(C#N)=Cc2ccc(NC(C)=O)cc2)cc1
(77) O=C1CCCCC1(O)Cc1ccc2c(c1)OCO2 (stereo not drawn)
(78) O=C(Nc1ccc(O)cc1)c1ccccc1OCc1ccccc1
(79) O=C1c2ccccc2C2(c3cc(C(F)(F)F)cc(C(F)(F)F)c3)NCCN12 (stereo not drawn)
(80) CC(=O)N1CCN(C(=O)c2cc3c(s2)CCC(C)C3)CC1 (stereo not drawn)

screen / no.,73,74,75,76,77,78,79,80
PAFAH1B3 inh,11,5,-1,4,6,12,8,0
PAFAH1B2 inh,3,6,2,3,-2,7,2,-4
PAFAH2 FP inh,10,-3,-4,-7,5,2,16,-2

(81) CC1CC(C)CN(C(=O)CCNC(=O)c2ccccc2Cl)C1 (stereo not drawn)
(82) COc1ccc(C(=O)c2ccc(-c3ccc(OC)cc3)nc2)cc1
(83) COc1cccc(S(=O)(=O)Nc2cccc(C(=O)N3CCCC3)c2)c1
(84) Cc1cccc(OCCCC(=O)NNC(=O)c2ccncc2)c1
(85) COc1ccc(C(C#N)c2nc3ccccc3nc2Cl)cc1 (stereo not drawn)
(86) O=C1CCC(C(=O)N2CCCO2)CN1Cc1cccc(C(F)(F)F)c1 (stereo not drawn)
(87) Cc1cc(S(=O)(=O)NCCCN2CCOCC2)c(C)cc1Cl
(88) Cc1ccc(S(=O)(=O)N2CCC[C@H]2C(=O)OCc2nc3ccccc3s2)cc1

screen / no.,81,82,83,84,85,86,87,88
PAFAH1B3 inh,4,9,9,2,-4,6,-2,0
PAFAH1B2 inh,1,5,-1,0,4,2,3,-1
PAFAH2 FP inh,2,-1,1,4,-2,5,7,7

(89) COc1ccc(C2=CCCCCC2)c(OC)c1OC
(90) C#CCOCCOCCOCCNc1nc(N2CCN(C(=O)[C@H](C(C)C)n3cc(CCO)nn3)CC2)nc(N2CCN(C(=O)[C@H](C)n3cc(CCCN=C(N)N)nn3)CC2)n1
(91) COc1ccc(NC(=O)c2ccc(C)cc2)c[n+]1[O-]
(92) COc1ccc(/C=C2/CCC(CN3CCOCC3)C2=O)cc1 (stereo not drawn)
(93) O=C(O)c1cccc(CSc2nnc(-c3cccnc3)o2)c1
(94) CC(=O)c1cc(N2CCOCC2)ccc1[N+](=O)[O-]
(95) COC(=O)c1ccccc1NC(=O)c1ccc2c(c1)CC(C)O2 (stereo not drawn)

screen / no.,89,90,91,92,93,94,95
PAFAH1B3 inh,2,-2,4,7,4,-7,5
PAFAH1B2 inh,8,0,1,1,4,3,3
PAFAH2 FP inh,1,-12,1,-1,1,6,-5

# A second format for three compounds above.
(92) COc1ccc(/C=C2/CCC(CN3CCOCC3)C2=O)cc1 (stereo not drawn)
  PAFAH1B3 inh: 7; PAFAH1B2 inh: 1; PAFAH2 FP inh: -1

(93) O=C(O)c1cccc(CSc2nnc(-c3cccnc3)o2)c1
  PAFAH1B3 inh: 4; PAFAH1B2 inh: 4; PAFAH2 FP inh: 1

(94) CC(=O)c1cc(N2CCOCC2)ccc1[N+](=O)[O-]
  PAFAH1B3 inh: -7; PAFAH1B2 inh: 3; PAFAH2 FP inh: 6

# An excerpt. The share of hits here may be higher or lower than overall.
